Assay outcomes from PubChem.
B2AR arrestin – agonists driving beta-arrestin recruitment to human beta2-adrenergic receptor. P07550. Potency, µM (highest dose often 46.1 µM), without a hit: at the highest dose activation, actives largely listed as activators. hit rate 0.02% among 330,000. beta-arrestin recruitment to beta2AR, cell-based reporter;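 further: potency means the concentration at half of the fitted maximal effect; 0% = DMSO controls and full agonism = EC100 isoproterenol or metaproterenol; nearly all actives have a fitted effect of over 65% in size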
USP2a inh – blocks human ubiquitin-specific protease USP2a; USP2 core, Ub-CHOP2 coupled fluorogenic reporter, 485/531; hit rate 0.01% among 330,000; O75604; Potency, µM (titrated, usually from 38.3 µM), inactives show at the top dose activity change, negative = inhibition, most hits filed as inhibitors;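 further: potency means the concentration at half of the fitted maximal effect; plate controls were DMSO wells for no effect and full inhibition by NEM control for full effect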
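Deubiquitinase activity read as fluorescence (485/531 nm) after Ub-CHOP2 cleavage activates the enterokinase reporter on its substrate; USP2 core 10nM, Ub-CHOP2 and substrate 25nM each, 30min compound preincubation then 60min RT; data normalized to NEM, curves fitted.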
uPA generation – blocks generation of uPA at the cell surface; cell surface uPA generation assay, qHTS; Potency, µM (doses to about 38.3 µM), without a hit: at the top dose activity change, negative = inhibition, actives largely listed as inhibitors; hit rate 0.31% among 330,000; AID 540303; active means well fitted inhibition curve with a large enough effect; inconclusive means small, poorly fitted or top-dose-only effect; inactive means no such curve, though single readings can be large or run the other way; tested in mouse RAW 264.7 cells; further: potency means the concentration at half of the fitted maximal effect; on the % scale 0 is the no-effect control and ±100 the full control effect; nearly all actives have a fitted effect of over 55% in size
Tb PFK block – inhibitors of T. brucei phosphofructokinase; O15648; T. brucei PFK, ADP-Glo luminescence; Potency, µM (series often up to 57.5 µM), for the others: at the highest dose activity, negative = inhibition, actives largely listed as inhibitors; hit rate 0.17% among 330,000;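 further: potency means the concentration at half of the fitted maximal effect; 0% = uninhibited 1x PFK enzyme wells and -100% = no-enzyme wells; nearly all actives have a fitted effect of over 60% in size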
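In TEA buffer at pH 8.0 with 5 mM MgCl2, enzyme (1.25 nM) converted F6P (0.5 mM) and ATP (0.1 mM) for 45 min at room temperature. ADP product was read by luciferase luminescence.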
TSHR antag – blocks TSH signaling through the human TSH receptor. hit rate 0.2% among 330,000. AID 504810. activity change, negative = inhibition, % at 11.5 µM. TSHR-expressing cells, TSH-stimulated cAMP HTRF, 2 h; active compounds read low. P16473;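 active means activity change below a set negative limit, meaning inhibition stronger than a set level, cut at about -70% in these data; inconclusive means activity change between two set negative limits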; further: on the % scale 0 is the no-effect control and ±100 the full control effect
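Cell-based HTRF cAMP assay; TSHR cells + compound, TSH EC80 (4nM final), 2 h, 37 deg C. Lysis with anti-cAMP cryptate and cAMP-d2, 30 min RT, read 665/620 nm.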
Eya2 phos inh – blocks the phosphatase activity of human Eya2 | hit rate 0.006% among 330,000 | O00167 | Potency, µM (series often up to 76.9 µM), for the others: at the highest dose activity, negative = inhibition, actives largely listed as inhibitors | recombinant Eya2, OMFP fluorescence dephosphorylation (OMFP is methylfluorescein phosphate); further: potency means the concentration at half of the fitted maximal effect; on the % scale 0 is the no-effect control and ±100 the full control effect
Target sequence (O00167 whole entry, looked up): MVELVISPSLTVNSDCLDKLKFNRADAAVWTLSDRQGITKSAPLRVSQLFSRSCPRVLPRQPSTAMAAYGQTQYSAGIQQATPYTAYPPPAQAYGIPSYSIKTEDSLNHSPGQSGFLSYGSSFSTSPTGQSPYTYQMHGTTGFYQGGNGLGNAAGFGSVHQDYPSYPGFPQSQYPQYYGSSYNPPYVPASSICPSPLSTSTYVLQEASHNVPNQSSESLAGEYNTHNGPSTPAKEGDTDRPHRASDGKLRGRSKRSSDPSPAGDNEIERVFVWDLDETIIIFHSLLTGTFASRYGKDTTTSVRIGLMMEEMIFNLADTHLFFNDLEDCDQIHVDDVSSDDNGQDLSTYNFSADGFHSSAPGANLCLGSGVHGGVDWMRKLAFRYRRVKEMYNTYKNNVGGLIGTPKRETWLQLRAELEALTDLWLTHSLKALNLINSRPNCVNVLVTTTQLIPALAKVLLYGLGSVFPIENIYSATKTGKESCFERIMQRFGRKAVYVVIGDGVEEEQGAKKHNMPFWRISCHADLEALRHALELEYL
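Eya2 (0.2 uM) preincubated 10 min at ambient with compound, then OMFP substrate added at 50 uM; 10 min reaction in 50 mM HEPES pH 7.5, 50 mM NaCl, 5 uM MgCl2, 0.05% BSA, 1 mM DTT. Fluorescence read at Ex 485/Em 525 nm.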
Mito fusion yeast – mitochondrial division inhibition or fusion activation | S. cerevisiae fusion-defective mutant growth rescue, CellTiterGlo 48 h | Potency, µM (top dose mostly 46.1 µM), without a hit: top-dose growth rescue (activation), actives largely listed as activators | hit rate 0.23% among 320,000 | AID 485298;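 further: potency means the concentration at half of the fitted maximal effect; % of control where 0% means no effect; nearly all actives have a fitted effect of over 45% in size; temperature-sensitive fusion mutants such as fzo1-1 at 37 °C on non-fermentable ethanol glycerol medium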
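S. cerevisiae fusion-defective temperature-sensitive mutants (e.g. fzo1-1, mgm1-5) grown 48 h at 37C in YPEG (ethanol/glycerol non-fermentable) medium with 23 nl compound per well; growth rescue read as CellTiterGlo luminescence.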
ELG1 repair inh – ELG1-dependent DNA repair inhibition. hit rate 2.3% among 330,000. HEK293T ELG1-luciferase reporter, luminescence, 16 h; DNA damage induced by 5-fluorouridine. Potency, µM (titrated, usually from 46.1 µM), without a hit: at the highest dose activity change, negative = inhibition, most hits filed as inhibitors; further: potency means the concentration at half of the fitted maximal effect; on the % scale 0 is the no-effect control and ±100 the full control effect; nearly all actives have a fitted effect of over 55% in size
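Step one: seed 2,000 cells per well. Step two: pin-transfer compound or DMSO alongside 5-fluorouridine. Step three: incubate 16 hr, 37 °C, 5% CO2. Step four: add ONE-Glo, wait 30 min, read luminescence.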
TSG101-PTAP inh – blocks PTAP/TSG101 interaction to inhibit HIV-1 budding; Q99816; Fluorescence polarization, FITC-PTAP peptide / Tsg101 binding; Potency, µM (top dose mostly 115 µM), inactives show at the top dose activity change, negative = inhibition, hits mostly inhibitors; 340,000 tested, under 10 active; AID 493005; active means well fitted inhibition curve with a large enough effect in the main read-out, with a control signal flat, not every such curve was filed as active; inconclusive means small, poorly fitted or top-dose-only effect, or effect the other way, or a change in a side signal; inactive means no such curve, though single readings can be large or run the other way; further: potency means the concentration at half of the fitted maximal effect; % of control where 0% means no effect
Target sequence (Q99816 whole entry, looked up): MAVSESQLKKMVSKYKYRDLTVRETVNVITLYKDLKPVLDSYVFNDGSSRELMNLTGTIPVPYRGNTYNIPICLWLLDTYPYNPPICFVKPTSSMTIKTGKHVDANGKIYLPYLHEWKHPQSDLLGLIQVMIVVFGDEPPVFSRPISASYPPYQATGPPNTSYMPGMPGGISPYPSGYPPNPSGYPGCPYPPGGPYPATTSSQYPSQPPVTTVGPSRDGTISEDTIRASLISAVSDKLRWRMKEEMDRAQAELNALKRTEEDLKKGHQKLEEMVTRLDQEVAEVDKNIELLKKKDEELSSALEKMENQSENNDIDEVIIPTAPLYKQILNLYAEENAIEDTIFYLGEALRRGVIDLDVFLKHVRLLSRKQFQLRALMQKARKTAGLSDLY
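FP read-out: FITC-PTAP peptide, 50 nM final, binding Tsg101 binding domain, 10 uM final; 20 min, r.t.; 10 mM HEPES pH 7.5, 0.15 M NaCl, 0.01% Tween 20, 3 mM EDTA, 0.1 mM TCEP.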
Chronic BCR inh – inhibitors of chronic active B-cell receptor signaling. ABC-DLBCL IkBa-CBG/CBR reporter, luminescence ratio, 4 h. Potency, µM (titrated, usually from 46.1 µM), without a hit: top-dose ratio change, negative = lower green/red ratio, actives largely listed as inhibitors. hit rate 0.05% among 340,000. AID 493014; active means well fitted inhibition curve with a large enough effect in the signal ratio, with a control signal flat, not every such curve was filed as active; inconclusive means small, poorly fitted or top-dose-only effect, or effect the other way, or a change in a side signal; the % refers to the signal ratio;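 further: potency means the concentration at half of the fitted maximal effect; plate controls were basal doxycycline-induced cells for no effect and cells given 10 µM MG132 for full effect; MG132 reads +100%, hits lower the ratio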
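Cell line TMD8 (human ABC DLBCL), stably expressing tet-inducible CBG68-IkBa fusion and CBR; IMDM/0.5% FBS; cpd up to 46 uM; dox induction, 4 h, 37C/5% CO2; dual luminescence; green/red ratio; MG132 control.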
TCR activator – activators of T cell receptors. primary human leukocytes, anti-CD3, IL-2 HTRF, 48 h. Potency, µM (top dose mostly 9.22 µM), for the others: at the highest dose activation of IL-2 secretion, usual class: activators. 330,000 tested, under 10 active; further: % of control where 0% means no effect
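48 hr co-incubation of compounds, a-CD3 beads and primary human leukocytes; IL-2 quantified homogeneously by HTRF with anti-IL-2 K and d2 conjugates.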
* = called active by the depositor; ? = inconclusive; nt = no result given; & = joins results of further samples; [ ] = another dose, or the depositor's remark. Unless noted, the call rests on the fitted dose curve; in most records, active means well fitted curve in the direction sought with a large enough effect; inconclusive means small, poorly fitted or top-dose-only effect, or another doubt; inactive means no such curve, though single readings can be large; an effect the other way counts as inactive or inconclusive.

SMILES	B2AR arrestin	USP2a inh	uPA generation	Tb PFK block	TSHR antag	Eya2 phos inh	Mito fusion yeast	ELG1 repair inh	TSG101-PTAP inh	Chronic BCR inh	TCR activator
Cc1ccccc1N1C(S)=C(C#N)C(=O)NC1c1cccs1 (configuration not stated)	-1.2%	-5%	0%	-1%	nt	17%	8%	7%	-6%	?	1%
CC(C)(CC(=O)O)CC(=O)NNc1ncccc1C#N	-0.4%	13%	4%	2%	24	11%	-1%	-8%	1%	0%	7%
Cn1c(/C(C#N)=C(\O)c2ccc(S(=O)(=O)N3CCCCC3)cc2)nc2ccccc21	0.3%	0%	3%	2%	4	18%	2%	?	0%	1%	-4%
c1ccc([C@H]2CN3CCSC3=N2)cc1	-0.8%	-1%	-5%	-3%	-17&-3	-1%&-14%	5%&-2%	0%	-3%	-2%	5%
COc1cc(C2SCC(=O)N2CCCN(C)C)cc(OC)c1OC (configuration not stated)	-1.7%	0%	-4%	1%	26	-11%	-2%	?	1%	-3%	-3%
O=C(N/N=C/c1c[nH]c2ccc(Br)cc12)c1ccn(Cc2ccc(Cl)cc2Cl)n1	-0.8%	0%	-1%	3%	-25	26%	-8%	-15%	1%	18%	25%
COc1ccc(Oc2nc3c(c(=O)n(C)c(=O)n3C)n2Cc2cccc(OC)c2)cc1	-0.2%	0%	0%	1%	-4	2%	1%	-14%	-4%	-20%	1%
Cc1ccccc1N1CCN(Cc2cccc(C(=O)O)c2)CC1	-3.1%	3%	nt	-2%	-7	-4%	3%	-7%	-6%	2%	-45%
O=C(CN1CCc2cc3c(cc2C1)OCCCO3)Nc1ccccc1	-0.2%	1%	0%	0%	0	-9%	-1%	-28%	1%	?	-26%
Cc1ccc(S(=O)(=O)N2CCOC2CNC(=O)C(=O)NCc2ccccn2)cc1 (configuration not stated)	0.0%	0%	-5%	-5%	-1	-4%	0%	12%	nt	-2%	3%
O=C(C1CCC(CNS(=O)(=O)c2cccc3nsnc23)CC1)N1CCN(c2ccccn2)CC1 (configuration not stated)	-0.6%	2%	11%	2%	-13	2%	3%	0%	-3%	-10%	0%
CCCOn1c(OCC(C)C)nc2ccccc2c1=O	-0.2%	0%	1%	1%	0	-10%	0%	3%	-6%	11%	-8%
Cc1nc2ccccn2c1P(=O)(N1CCCCC1)N1CCCCC1	0.1%	1%	0%	1%	12	-2%	8%	8%	-7%	1%	3%[46.1 µM]
N=C(N)c1ccc(O)cc1	0.2%	7%	-1%	-5%	37	18%	-6%	4%	2%	5%	5%
COc1ccccc1/C=N/NC(=O)CNC(=O)c1ccc(S(=O)(=O)N(C)C)cc1	-0.3%	0%	1%	-2%	1	5%	4%	8%	2%	-7%	nt
O=C(Nc1ccc(Cl)c(Cl)c1)Nc1ccc(Br)cc1F	-0.3%	-4%	-8%	5%	-49	-16%	-16%	?	-1%	11%	5%[46.1 µM]
Cc1ccc(C)n1-c1cccc(NC(=O)c2ccccc2)c1	-0.3%	4%	-7%	4%	0	0%	11%	-4%	1%	-5%	1%[46.1 µM]
CN(CC(=O)NCCN1CCCCCC1)S(=O)(=O)c1cccc2nsnc12	0.2%	0%	6%	2%	28	-2%	0%	6%	-2%	1%	-1%
CN1CCCC(OC(=O)c2cc(Br)ccc2Cl)C1 (configuration not stated)	-0.8%	0%	-1%	-2%	11	3%[15.4 µM]	3%	2%	-3%	6%	3%
Cc1cc(C)c(S(=O)(=O)N2CCN(C(=O)CCn3nc(C)c(C)c3C)CC2)c(C)c1	-1.0%	1%	-8%	3%	2	0%	-2%	-22%	-1%	-11%	-3%
COc1ccc(CNC(=O)CCC(=O)c2ccc(C)cc2)cc1OC	-0.2%	0%	0%	-5%	2	7%	0%	11%	-2%	2%	-4%
Cc1[nH]c2ccccc2c1C(=O)C(=O)N1CCN(C(=O)c2ccco2)CC1	-0.1%	3%	2%	1%	42	1%	6%	5%	1%	-1%	nt
Cc1ccc(Nc2c([N+](=O)[O-])c(=O)oc3ccccc23)cc1C	0.4%	0%	-9%	-3%	1	-1%	12%	18%	-13%	?	2%
Cc1ccc(S(=O)(=O)NC2(C(F)(F)F)C(=O)Nc3c2c(=O)n(C)c(=O)n3C)cc1 (configuration not stated)	0.2%	7%	6%	3%	-1	-27%	-1%	-2%	-9%	-16%	0%
COc1ccc(CCc2nnc(N)s2)cc1OC	-0.2%	3%	-14%	-5%	13	3%	1%	10%	1%	?	9%
O=C(N/N=C/c1cccnc1)c1ccc(NC(=O)c2ccc(Cl)cc2)cc1	-0.8%	-1%	9%	3%	1	7%	-3%	-4%	-5%	6%	0%
Cn1c(C(=O)O)c(S(=O)(=O)c2ccc(Cl)cc2)c2ccccc21	0.2%	5%	4%	0%	1	-17%	0%	-5%	-8%	3%	-7%
CCCN(CCC)C(=O)CSc1nc2ccsc2c(=O)n1NC(=O)c1ccccc1	-0.1%	2%	-4%	6%	-1	13%	-1%	18%	-7%	?	2%
CN(C)C(CNC(=O)C1CCCN(C(=O)c2ccc(Cl)cc2)C1)c1ccco1 (configuration not stated)	-0.2%	-5%	2%	-3%	13	-4%	-2%	0%	-2%	-2%	2%
COc1ccccc1C(=O)NCC(=O)N1CC=C(c2ccccc2)CC1	0.3%	3%	0%	-1%	-27	-3%	-3%	?	0%	?	-7%
COc1ccccc1OCC(=O)NCC1CCCCC1	0.1%	-4%	nt	-3%	-33	-28%	7%	?	1%	?	6%
COc1ccccc1N1CCN(C(=O)c2ccc([N+](=O)[O-])s2)CC1	-0.6%	4%	-4%	-1%	4	-20%	4%	-26%	0%	2%	-2%[46.1 µM]
O=C(Cn1nc(C(=O)O)c2ccccc2c1=O)Nc1ccccc1C(F)(F)F	-1.6%	1%	-2%	-2%	3	3%	4%	14%	2%	3%	22%
Cc1cccc(NC(=O)/C(C#N)=C/c2ccc(Cl)cc2)n1	0.1%	4%	-4%	-3%	-6	-2%	-14%	5%	-1%	11%	2%
COc1cc(S(=O)(=O)NCc2ccccn2)c(OC)cc1Cl	-0.6%	3%	1%	-2%	-4	10%	-3%	0%	-6%	6%	-1%[46.1 µM]
Cn1c(CN2CCOCC2)nnc1SCc1cccc(F)c1	0.4%	-2%	3%	-2%	28	2%	1%	5%	5%	-1%	-2%
O=C(Cc1cccc2ccccc12)NN1C(=O)C2C(C1=O)C1C=CC2C12CC2 (configuration not stated)	0.0%	1%	7%	-5%	-4	9%	-5%	7%	0%	-21%	-1%[46.1 µM]
O=C(N/N=C/c1ccc[nH]1)c1cccnc1	5.3%	-4%	-4%	1%	3	9%	3%	8%	2%	-2%	4%
CCN1c2ccc(S(=O)(=O)N3CCOCC3)cc2N(Cc2ccc(OC)cc2)C1C (configuration not stated)	0.1%	1%	0%	0%	10	-23%	2%	6%	-1%	?	8%
COc1cccc(OC)c1C(=O)NNC(=O)c1cccc(COc2ccc3c(c2)CCC3)c1	-0.4%	4%	-1%	0%	-10	-20%	1%	?	-4%	?	7%
CCN1CCCC1CNCc1cccc(OC)c1OCc1ccccc1F (configuration not stated)	0.4%	0%	-3%	2%	-8	8%	-7%	-2%	-8%	2%	4%
CCC(C)NC(=O)COc1ccc(S(=O)(=O)N2CCOCC2)cc1 (configuration not stated)	0.2%	1%	-1%	-10%	-6	11%	-1%	3%	0%	3%	-6%
CCCc1cc(=O)oc2cc(OCC(=O)Nc3ccc4c(c3)OCCO4)ccc12	-0.2%	-3%	-2%	-1%	1	5%	0%	2%	-5%	2%	-2%
Cc1ccc(S(=O)(=O)c2nc(Nc3ccccc3C#N)sc2Cl)cc1	0.2%	3%	9%	-10%	25	3%	-2%	0%	1%	-7%	-12%[46.1 µM]
O=C(/C=C/c1ccco1)Nc1cccc(C(=O)Nc2ccccc2C(=O)O)c1	-0.2%	2%	-6%	17%	-14	7%	1%	1%	-5%	?	-1%
COc1cc(/C=C/C(=O)OCC(=O)NCCc2ccccc2)ccc1OC(F)F	-0.3%	0%	-7%	-3%	-3	-12%	3%	16%	-2%	?	0%
Cc1ccccc1N/N=C1\CCCNC1=O	0.0%	1%	4%	7%	4	15%	-2%	?	-1%	-10%	-9%

Outcome played no part in choosing rows. Share with any hit: about 3%.
